Screening results from PubChem.
FLuc modulator – inhibits or activates purified firefly luciferase, miR-21 counter-screen | Potency, µM (highest dose often 57.5 µM), for the others: top-dose activity change, negative = inhibition, hits mostly inhibitors | purified FLuc, Km substrates, luminescence inhibition | 360,000 compounds, 6.9% hits;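 note: potency is the fitted concentration of half-maximal effect; plate controls were vehicle for no effect and reference inhibitor for full effect; nearly all actives have a fitted effect of over 55% in size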
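Purified P. pyralis luciferase (10nM final) with 10uM D-luciferin and 10uM ATP (Km levels) in 50mM Tris acetate pH 7.5, 10mM Mg acetate, 0.01% Tween-20, 0.05% BSA; qHTS 6-point titration, ~60 µM downward; luminescence read.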
TRPV1 ag – agonists of human vanilloid receptor 1 (TRPV1); TRPV1-expressing cells, Fluo-8 calcium influx, agonist mode; Q8NER1; activation, % at 8.33 µM; 320,000 compounds, 0.19% hits; AID 540275; in the data active = activation above about 80%; inconclusive = between about 30% and that limit; note: 0% is about no effect
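Fluo-8 calcium influx in TRPV1-expressing cells, kinetic read (ex 480/em 520 nm). Compound added and read 3 min for agonist activity, followed by capsaicin at EC20 final and 2 min further read for enhancement.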
ELG1 DNA repair – ELG1-dependent DNA repair inhibition; HEK293T ELG1-luciferase reporter, luminescence, 16 h; DNA damage induced by 5-fluorouridine; Potency, µM (titrated, usually from 46.1 µM), for inactives: at the highest dose activity change, negative = inhibition, most hits filed as inhibitors; 330,000 compounds, 2.3% hits; AID 504467; note: potency is the fitted concentration of half-maximal effect; % is set by controls: 0 for no effect and ±100 for the full control effect; nearly all actives have a fitted effect of over 55% in size
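Overnight (16 hr) co-exposure of 2,000 cells/well to 5-fluorouridine and compound at 37 °C preceded detection. Luciferase was quantified via ONE-Glo luminescence; loss of signal denotes inhibition.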
NPC1 prom act – activators of NPC1 promoter; Huh7 NPC1 promoter luciferase reporter, 24 h; Potency, µM (highest dose often 9.22 µM), for the others: at the top dose activation, most hits filed as activators; 320,000 compounds, 2.4% hits;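 note: potency is the fitted concentration of half-maximal effect; % of control where 0% means no effect; nearly all actives have a fitted effect of over 60% in size; reporter is driven by a mutant NPC1 promoter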
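Luminescence read-out of NPC1 promoter-driven luciferase in stably transfected Huh7 cells; compounds delivered in DMSO and left 24 h at 37C, 5% CO2, qHTS titration format.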
ELG1 genotoxic – genotoxicity induction in ELG1-luciferase HEK293T cells | HEK293T ELG1-luciferase reporter, luminescence, 16 h | Potency, µM (doses to about 46 µM), without a hit: at the top dose activity change, positive = activation, hits mostly activators | 330,000 compounds, 1.3% hits; note: potency is the fitted concentration of half-maximal effect; % of control where 0% means no effect; nearly all actives have a fitted effect of over 60% in size
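Reporter readout depends on ELG1 protein level, which increases with genetic stress. After 16 hr compound exposure at 37 °C, luciferase activity was quantified using ONE-Glo.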
RORgamma inh – ROR gamma (mouse) transcription inhibition. Potency, µM (doses to about 53.6 µM), for the others: top-dose activity change, negative = inhibition, actives largely listed as inhibitors. AID 2551. 310,000 compounds, 5.4% hits. Drosophila S2 Gal4-RORgamma UAS-luciferase reporter, 20 h. P51450; note: potency is the fitted concentration of half-maximal effect; % is set by controls: 0 for no effect and ±100 for the full control effect; nearly all actives have a fitted effect of over 60% in size
Target sequence (P51450 whole entry, looked up, the tested form may be a part): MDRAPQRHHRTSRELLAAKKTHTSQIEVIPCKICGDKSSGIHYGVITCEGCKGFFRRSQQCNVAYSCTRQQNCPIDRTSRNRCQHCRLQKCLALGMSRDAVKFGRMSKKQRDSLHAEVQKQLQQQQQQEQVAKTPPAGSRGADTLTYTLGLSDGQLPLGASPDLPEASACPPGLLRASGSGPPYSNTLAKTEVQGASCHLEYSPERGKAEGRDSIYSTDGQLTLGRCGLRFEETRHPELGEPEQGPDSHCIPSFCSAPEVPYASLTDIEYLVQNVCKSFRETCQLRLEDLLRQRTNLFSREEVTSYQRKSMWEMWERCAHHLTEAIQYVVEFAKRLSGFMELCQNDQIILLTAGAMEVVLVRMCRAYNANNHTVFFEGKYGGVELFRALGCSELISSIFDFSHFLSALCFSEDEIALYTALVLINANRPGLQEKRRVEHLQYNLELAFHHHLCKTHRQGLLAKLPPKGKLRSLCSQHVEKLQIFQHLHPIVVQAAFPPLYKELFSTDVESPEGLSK
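Luminescence from a UAS-regulated Photinus luciferase reporter in stably transfected Drosophila Schneider cells is measured; decreased signal marks ROR gamma inhibition. Fusion expression is induced by 700 uM copper sulfate for 20 hr.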
VP16 counter – inhibits Gal4-VP16 luciferase reporter, ROR gamma counter-screen; Drosophila S2 Gal4-VP16 UAS-luciferase, luminescence, 20 h; Potency, µM (titrated, usually from 53.6 µM), for the others: at the top dose activity, negative = inhibition, actives largely listed as inhibitors; 310,000 compounds, 3.5% hits; AID 2546;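 note: Gal4-VP16 expression switched on by copper sulfate through the metallothionein promoter; potency is the fitted concentration of half-maximal effect; % is set by controls: 0 for no effect and ±100 for the full control effect; nearly all actives have a fitted effect of over 50% in size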
Rab9 prom act – Rab9 promoter activation; Potency, µM (titrated, usually from 9.22 µM), without a hit: top-dose activation, negative = inhibition, usual class: activators; 320,000 compounds, 2.8% hits; AID 485297; Huh7 Rab9 promoter-luciferase reporter, luminescence, 24 h; note: potency is the fitted concentration of half-maximal effect; % of control where 0% means no effect; nearly all actives have a fitted effect of over 60% in size
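Cell-based reporter: Huh7 stable for Rab9 promoter-driven luciferase, plated in reduced-serum medium with 10% FBS at 1500 cells/well, compound-treated 24 h at 37 °C, luminescence read after 10 min reagent.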
Tb PFK block – inhibitors of T. brucei phosphofructokinase; O15648; Potency, µM (titrated, usually from 57.5 µM), without a hit: at the top dose activity, negative = inhibition, actives largely listed as inhibitors; T. brucei PFK, ADP-Glo luminescence; 330,000 compounds, 0.17% hits;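 note: potency is the fitted concentration of half-maximal effect; 0% = uninhibited 1x PFK enzyme wells and -100% = no-enzyme wells; nearly all actives have a fitted effect of over 60% in size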
Target sequence (O15648 whole entry, looked up): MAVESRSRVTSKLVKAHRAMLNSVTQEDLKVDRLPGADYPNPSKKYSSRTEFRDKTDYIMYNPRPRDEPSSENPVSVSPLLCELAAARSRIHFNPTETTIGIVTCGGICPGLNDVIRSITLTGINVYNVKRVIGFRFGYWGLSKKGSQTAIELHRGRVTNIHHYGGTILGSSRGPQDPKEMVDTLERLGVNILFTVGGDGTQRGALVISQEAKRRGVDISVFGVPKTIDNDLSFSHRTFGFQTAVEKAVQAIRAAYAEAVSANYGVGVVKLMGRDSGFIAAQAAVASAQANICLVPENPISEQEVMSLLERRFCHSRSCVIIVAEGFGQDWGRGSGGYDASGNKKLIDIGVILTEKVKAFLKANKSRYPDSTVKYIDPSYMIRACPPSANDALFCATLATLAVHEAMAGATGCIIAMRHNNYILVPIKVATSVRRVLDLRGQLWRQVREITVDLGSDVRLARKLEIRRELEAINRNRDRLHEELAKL
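ADP-Glo luminescence quantified ADP after 45 min at room temperature, with 1.25 nM T. brucei PFK, 0.1 mM ATP and 0.5 mM fructose-6-phosphate in pH 8.0 TEA buffer. qHTS titrations up to 57 µM; curves classified by quality.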
BRCA1 expr up – activators of BRCA1 expression. MCF7-BRCA1-FFLuc reporter, luminescence, 48 h; response scale: scaled: vehicle 0%, 10 µM genistein 100%. Potency, µM (doses to about 46.1 µM), without a hit: at the top dose activation, hits mostly activators. 380,000 compounds, 1.1% hits. AID 624202; note: potency is the fitted concentration of half-maximal effect; nearly all actives have a fitted effect of over 80% in size; some results filed as inactive show a strong effect at the top dose
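Compounds are tested at multiple concentrations on MCF7 BRCA1-luciferase reporter cells seeded at 2000 per well; after 48 h, a single luminescence end-point is taken and curves fitted to the normalized data.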
p53 reactivation – restores transcriptional activity of mutant p53; 320,000 compounds, 0.063% hits; AID 504706; Potency, µM (highest dose often 92.2 µM), for the others: top-dose activity change, positive = activation, usual class: activators; H1299 p53-A138V BP100-luciferase reporter, luminescence, 24 h; note: potency is the fitted concentration of half-maximal effect; % of control where 0% means no effect; nearly all actives have a fitted effect of over 45% in size
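p53-null H1299 cells stably carrying temperature-sensitive p53-A138V and a BP100-luciferase reporter were pinned with compounds (4-point, 1:5 series) and held 24 hrs at 37 deg C. Luminescence was read 10 min after detection reagent.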
* hit, by the source's call; ? = inconclusive; . = no result given; & = joins results of further samples; [ ] = remark or other dose. Unless noted, calls come from the whole dose curve; as a rule, active = well fitted curve in the direction sought with a large enough effect; inconclusive = small, poorly fitted or top-dose-only effect, or another doubt; inactive = no such curve, though single readings can be large; an effect the other way counts as inactive or inconclusive.

Every second line gives: FLuc modulator	TRPV1 ag	ELG1 DNA repair	NPC1 prom act	ELG1 genotoxic	RORgamma inh	VP16 counter	Rab9 prom act	Tb PFK block	BRCA1 expr up	p53 reactivation
CC(=O)Nc1ccc(S(=O)(=O)N2CCN(C(=O)c3ccco3)CC2)cc1
 : 0%	0	20%	2%	-1%	0%	12%	-8%	4%	-1%	?
C#CCOCCOCCOCCNc1nc(N2CCN(C(=O)Cn3cc(CCCCN)nn3)CC2)nc(N2CCN(C(=O)[C@H](C(C)C)n3cc(CCO)nn3)CC2)n1
 : -2%	-6	15%	-2%	2%	-27%	-4%	-2%	-1%	8%	0%
Cc1ccc(NC(=O)COc2ccc(Br)cc2C)cc1
 : 9.5µM*	24	?	18%	?	19%	19%	29%	0%	1%	?
CCOC(=O)c1sc(N2N=C(C)/C(=C\c3ccc(OCC(=O)OC)cc3)C2=O)nc1C
 : ?	0	?	-2%	8%	8.9µM*	?	1%	1%	-15%	11%
C=CCn1c(SCc2ccc(C(=O)NCCO)cc2)nc2ccccc2c1=O
 : -1%	25	?	-1%	-2%	45%	-5%	-3%	-2%	-9%	-16%
N/C(=N\O)c1ccc(Cl)cc1Cl
 : 0%	-2	0%	0%	-3%	-8%	-3%	-6%	-2%	8%	-1%
CN(C)S(=O)(=O)N1CCN(C(=O)c2ccc3c(c2)OCO3)CC1
 : 1%	-2	-3%	-7%	0%	-32%	6%	0%	0%	3%	2%
Cc1ccc(Oc2ncccc2/C=N/O)cc1
 : 1%	-6	7%	-3%	0%	-16%	-4%	-1%	3%	-2%	-1%
Cc1ccccc1C1CC(c2ccc(Br)cc2)Nc2nc(N)nn21 (configuration not stated)
 : 0%	-1	1%	-6%	1%	?	5%	2%	-13%	-11%	9%
O=C(Nc1cnc2ccccc2c1)c1ccco1
 : 7.6µM*	6	?	1.4µM*	?	-32%	?	0.63µM*	-2%	-20%	?
CCN(CC)c1ccc(/C=N/NC(=O)C(O)c2ccccc2)cc1 (configuration not stated)
 : ?	-1	-7%	2%	1%	-2%	3%	-3%	-12%	5%	0%
COc1ccc(N2CC(C(=O)N[C@H](C(=O)NC(C)c3ccccc3)C(C)C)CC2=O)cc1 (some centres not stated)
 : 0%	1	-7%	0%	2%	11%	-9%	-4%	-2%	-14%	8%
CCOC(=O)C1CCCN(c2cc(=O)n(-c3ccccc3Cl)c(=O)[nH]2)C1 (configuration not stated)
 : 0%	-2	6%	-1%	-6%	2%	-4%	-7%	-9%	43%	6%
CC1CC(C)(C)NC(=S)N1CCC(=O)Nc1ccc2c(c1)OCCO2 (configuration not stated)
 : 3%	1	19%	1%	2%	-32%	11%	0%	-1%	-69%	-8%
CC(C)CN(C(=O)COC(=O)c1cncc(Br)c1)c1c(N)n(Cc2ccccc2)c(=O)[nH]c1=O
 : -4%	-4	1%	-4%	-6%	?	-30%	0%	4%	16%	-9%
COc1cc(/C=N/O)cc(Br)c1OS(=O)(=O)c1ccc(C)cc1
 : -9%	20	-4%	2%	-4%	14µM*	11µM*	3%	12%	-51%	-9%
COC(=O)c1[nH]c2ccccc2c1NC(=O)CCN1CCSCC1
 : 8%	-1	-10%	-4%	0%	-18%	4%	1%	2%	0%	-3%
C=C(C)Cn1c(=S)[nH]c2ccccc2c1=O
 : -2%	4	.	.	.	4µM*	11µM*	.	.	3%	.
CCc1ccc(NC(=O)NNC(=O)c2cc3ccccc3cc2O)cc1
 : -6%	1	1%	2%	3%	-10%	2%	5%	-5%	6%	?
COc1ccc(-c2nnc(SCC(=O)N(C)C3CCS(=O)(=O)C3)n2C(C)C)cc1 (configuration not stated)
 : .	.	17%	.	-2%	.	.	.	4%	0%	5%
O=C(Cn1cc2c(n1)CCCCC2)NCc1cccs1
 : 2%	2	-1%	-1%	6%	-10%	8%	17%	4%	3%	2%
COc1cc(C(O)P(=O)(OCC(C)C)OCC(C)C)cc(OC)c1OC (configuration not stated)
 : 5%	0	-9%	1%	-2%	-17%	-2%	1%	-1%	10%	-6%
COc1cc(Cl)c(C)cc1NC(=O)CSc1cc(Cl)ccc1Cl
 : -1%	1	9%	-1%	-1%	-15%	-1%	-2%	-2%	-43%	6%
CCOC(=O)c1c(-c2ccccc2)oc2ccc(OCC(=O)NNC(=O)CCC(=O)O)cc12
 : -1%	5	-8%	8%	-3%	-1%	-11%	2%	4%	-37%	3%
COc1ccccc1N=Nc1nc(-c2ccccc2)c(-c2ccccc2)[nH]1
 : 12µM*	13	23µM*	-3%	-7%	3.2µM*	5µM*	0%	9%	-70%	29%
Cc1oc(-c2ccccc2F)nc1CN1CCC(C(=O)NC2CCCCCCC2)CC1
 : 0%	3	5%	-5%	0%	-5%	5%	0%	1%	-1%	-5%
Cc1nnc(C)n1/N=C/c1ccc(C(=O)O)cc1
 : 3%	2	8%	2%	1%	-19%	-6%	-2%	-4%	6%	-1%
Cc1ccc2c(CN(C)Cc3ccccc3)cc(=O)oc2c1C
 : 15µM*	?	?	?	10%	?	-5%	?	7%	?	?
CCOC(=O)c1ccc(NC(=O)CC2NCCNC2=O)cc1 (configuration not stated)
 : -1%&3%	-2	29%	-2%	2%	1%	1%	-2%	-1%	41%	3%
O=C(COC(=O)c1cc(Br)ccc1O)NNC(=O)c1ccc([N+](=O)[O-])cc1
 : 6%	-2	15%	0%	10%	.	.	-4%	9%	2%	6%
O=C(c1ccccc1)N1CCc2[nH]nc(-c3ccccc3)c2C1
 : -2%	-2	-2%	4%	-2%	-9%	4%	3%	1%	-5%	-10%
O=C(Nc1ccccc1)c1ccc(-c2ccccc2C(F)(F)F)o1
 : 17µM*	?	?	21%	16%	?	17%	19%	-15%	5%	?
CCOC(=O)c1nnsc1NC(C)=O
 : 0%	0	2%	0%	-9%	0%	0%	-8%	-3%	0%	-1%
Cc1ccn(S(=O)(=O)c2ccc(C(C)(C)C)cc2)n1
 : -4%	-1	.	.	.	?	?	.	.	-1%	.
COc1ccc(CC(=O)Nc2ccc(S(=O)(=O)N(C)C)cc2)cc1OC
 : -1%	?	-6%	0%	-4%	-3%	1%	-6%	1%	-6%	-10%
COCCCNC(=O)c1cc2c(=O)n(C)c3ccccc3c2n1C
 : 1%	3	?	-5%	9%	-4%	-12%	1%	2%	-31%	-7%
CCOCCCNC(=O)C1c2ccccc2C(=O)N2CCc3ccccc3C12 (configuration not stated)
 : -1%	-1	13%	-2%	1%	-4%	1%	2%	-1%	-44%	-11%
COc1ccccc1CCC(=O)OCC(=O)Nc1ccc2[nH]c(=O)[nH]c2c1
 : 3%	17	11%	1%	0%	.	.	3%	?	-3%	0%
COc1ccc(N2CCN(Cc3nc4c(c(=O)n(C)c(=O)n4C)n3Cc3cccc(C)c3)CC2)cc1
 : -6%	1	-13%	-3%	1%	15%	4%	-2%	0%	-10%	1%
O=C(CSc1nnc2c3c4c(sc3ncn12)CCCC4)NCc1ccco1
 : -10%	1	-2%	2%	4%	4%	8%	-5%	1%	14%	2%
CCC(=O)Nc1ccc(NC(=O)Cc2ccccc2)cn1
 : 3%	0	0%	-1%	2%	-3%	-5%	0%	1%	7%	1%
COc1cc2c(C(=O)N3CCOCC3)c(CSc3ccccc3)n(C)c2cc1Br
 : -16%	?	?	-4%	-18%	?	11%[10 µM]	-13%	-1%	-21%	1%

Copied from the list:
COCCCNC(=O)c1cc2c(=O)n(C)c3ccccc3c2n1C | p53 reactivation = -7%
COc1ccccc1N=Nc1nc(-c2ccccc2)c(-c2ccccc2)[nH]1 | RORgamma inh = 3.2µM*
